Integrin act MD – activators of alpha7 integrin expression for muscular dystrophy; alpha7betagal myoblasts, beta-gal FDG fluorescence, 48 h; Potency, µM (titrated, usually from 38.3 µM), for the others: at the top dose activation, usual class: activators; 350,000 tested, 0.064% active; AID 624291;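 note: potency is the fitted concentration of half-maximal effect; 100% = response of the positive control SU9516; nearly all actives have a fitted effect of over 60% in size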
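Alpha7betagal+/- myoblasts (passage 13) were plated 16-24 hr, then exposed to compounds (1:260 dilution of DMSO stock) for 48 hours at 37C. After MPER lysis, β-galactosidase reporter activity was read as FDG fluorescence (ex 480/em 540) after 30 minutes.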
MBNL1-CUG inh – inhibitors of human MBNL1 binding to CUG repeat RNA | TR-FRET MBNL1-His/biotin-(CUG)12 binding, 665/545 ratio | Q9NR56 | 280,000 tested, 0.036% active | Potency, µM (highest dose often 57.5 µM), without a hit: at the top dose activity change, negative = inhibition, actives largely listed as inhibitors | AID 2675; active = well fitted inhibition curve with a large enough effect in the signal ratio, with a control signal flat, not every such curve was filed as active; inconclusive = small, poorly fitted or top-dose-only effect, or effect the other way, or a change in a side signal; inactive = no such curve, though single readings can be large or run the other way; the % refers to the signal ratio; note: potency is the fitted concentration of half-maximal effect; % is set by controls: 0 for no effect and ±100 for the full control effect
Target sequence (Q9NR56 whole entry, looked up): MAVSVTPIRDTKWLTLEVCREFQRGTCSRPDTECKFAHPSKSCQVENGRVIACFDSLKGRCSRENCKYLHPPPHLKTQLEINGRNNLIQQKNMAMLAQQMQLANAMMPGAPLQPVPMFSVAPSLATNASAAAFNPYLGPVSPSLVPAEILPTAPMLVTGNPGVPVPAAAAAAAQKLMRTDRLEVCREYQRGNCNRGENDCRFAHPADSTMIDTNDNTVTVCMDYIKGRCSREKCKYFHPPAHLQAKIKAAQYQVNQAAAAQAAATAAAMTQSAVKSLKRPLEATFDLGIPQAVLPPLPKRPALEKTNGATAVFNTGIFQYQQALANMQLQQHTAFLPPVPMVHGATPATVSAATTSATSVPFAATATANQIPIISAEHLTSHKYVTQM
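MBNL1-His + Biotin-(CUG)12, cpd titration 92 nM–58 uM; Tb anti-His Ab 0.055 ng/ul, SA-XL665 5 nM (final); 60 min RT; ratiometric 665/545 nm, Ex 340 nm; normalized to buffer and full-complex controls.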
PTAP TSG101 blk – blocks PTAP/TSG101 interaction to inhibit HIV-1 budding; Fluorescence polarization, FITC-PTAP peptide / Tsg101 binding; Potency, µM (highest dose often 115 µM), inactives show at the top dose activity change, negative = inhibition, most hits filed as inhibitors; Q99816; 340,000 tested, under 10 active; AID 493005; active = well fitted inhibition curve with a large enough effect in the main read-out, with a control signal flat, not every such curve was filed as active; inconclusive = small, poorly fitted or top-dose-only effect, or effect the other way, or a change in a side signal; inactive = no such curve, though single readings can be large or run the other way; note: potency is the fitted concentration of half-maximal effect; % of control where 0% means no effect
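Steps: Tsg101 binding domain dispensed (10 uM final), compounds pinned in DMSO, FITC-labeled PTAP-motif peptide added (50 nM final); after 20 min binding at room temperature, polarization measured.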
CXXC DNA block – blocks binding of human MLL CXXC domain to DNA; Q03164; MLL-CXXC / FITC-HOXA9 DNA fluorescence polarization; Potency, µM (highest dose often 115 µM), for inactives: top-dose activity change, negative = inhibition, hits mostly inhibitors; 290,000 tested, 0.037% active; AID 2662; active = well fitted inhibition curve with a large enough effect in the polarisation, with a control signal flat, not every such curve was filed as active; inconclusive = small, poorly fitted or top-dose-only effect, or effect the other way, or a change in a side signal; inactive = no such curve, though single readings can be large or run the other way; the % refers to the polarisation; note: potency is the fitted concentration of half-maximal effect
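Purified MLL-CXXC (added from a 7 uM solution) was preincubated 5 min at ambient with pinned compounds in 50 mM Tris-HCl pH 7.5, 50 mM NaCl, 1 mM DTT, 0.05% BSA. Fluorescein-labeled HOX-A9 DNA (50 nM solution) followed, 30 min, then polarization read.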
TCR activator – activators of T cell receptors | primary human leukocytes, anti-CD3, IL-2 HTRF, 48 h | Potency, µM (highest dose often 9.22 µM), for inactives: at the highest dose activation of IL-2 secretion, most hits filed as activators | 330,000 tested, under 10 active | AID 504894; note: % of control where 0% means no effect
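IL-2 produced over 48 hr by a-CD3 bead-stimulated primary human leukocytes exposed to compounds was detected with a homogeneous time-resolved FRET immunoassay, 665nm acceptor signal after 320nm excitation.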
Menin MLL FP TR – inhibitors of human menin-MLL interaction, mutant MLL peptide | 270,000 tested, 0.23% active | Menin + Texas Red MLL mutant peptide, fluorescence polarization | O00255 | AID 1768 | Potency, µM (series often up to 61.6 µM), for inactives: top-dose FP activity change, negative = inhibition, most hits filed as inhibitors; active = well fitted inhibition curve with a large enough effect in the polarisation, with a control signal flat, not every such curve was filed as active; inconclusive = small, poorly fitted or top-dose-only effect, or effect the other way, or a change in a side signal; inactive = no such curve, though single readings can be large or run the other way; the % refers to the polarisation; note: potency is the fitted concentration of half-maximal effect; % of control where 0% means no effect; many of its hits are not listed in these tables
Mito fusion act – blocks mitochondrial division or promotes mitochondrial fusion | S. cerevisiae fusion-defective mutant growth rescue, CellTiterGlo 48 h | Potency, µM (highest dose often 46.1 µM), without a hit: top-dose growth rescue (activation), hits mostly activators | 320,000 tested, 0.23% active;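 note: potency is the fitted concentration of half-maximal effect; % of control where 0% means no effect; nearly all actives have a fitted effect of over 45% in size; temperature-sensitive fusion mutants such as fzo1-1 at 37 °C on non-fermentable ethanol glycerol medium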
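Read-out: ATP-based luminescence (CellTiterGlo, 10 min ambient) reporting growth of fusion-defective ts yeast after 48 hours at 37C on glycerol/ethanol YPEG medium in the presence of compound.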
AT treatment – potential ataxia-telangiectasia treatments restoring KAP-1 phosphorylation; 320,000 tested, 0.19% active; Potency, µM (highest dose often 57.5 µM), for the others: top-dose activation, actives largely listed as activators; […] A-T fibroblasts, KAP-1 phosphorylation AlphaLISA; neocarzinostatin DNA damage 30 min before lysis; AID 485349; note: potency is the fitted concentration of half-maximal effect; % of control where 0% means no effect; nearly all actives have a fitted effect of over 45% in size
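ATM-like activity read as KAP-1 phosphorylation via AlphaLISA donor/acceptor antibody pairs after lysis and 6 hr at 25C. Cells were ATM-null patient fibroblasts ([…], hTERT), dosed 60 min, then exposed to the DSB inducer NCS for 30 min.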
TSHR antagonist – human thyrotropin receptor antagonism; 330,000 tested, 0.2% active; P16473; activity change, negative = inhibition, % at 11.5 µM; TSHR-expressing cells, TSH-stimulated cAMP HTRF, 2 h; stronger effect = lower value;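 active = activity change below a set negative limit, meaning inhibition stronger than a set level, cut at about -70% in these data; inconclusive = activity change between two set negative limits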; note: % is set by controls: 0 for no effect and ±100 for the full control effect
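Cell-based HTRF cAMP assay; TSHR cells + compound, TSH EC80 (4nM final), 2 h, 37 deg C. Lysis with anti-cAMP cryptate and cAMP-d2, 30 min RT, read 665/620 nm.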
S-ASM inh – human S-ASM enzyme inhibition | P17405 | placental ASM, HMU-PC fluorogenic substrate, 60 min | Potency, µM (highest dose often 57.5 µM), without a hit: top-dose activity change, negative = inhibition, actives largely listed as inhibitors | 340,000 tested, 0.006% active; note: potency is the fitted concentration of half-maximal effect
Target sequence (P17405 47-631 limits assumed): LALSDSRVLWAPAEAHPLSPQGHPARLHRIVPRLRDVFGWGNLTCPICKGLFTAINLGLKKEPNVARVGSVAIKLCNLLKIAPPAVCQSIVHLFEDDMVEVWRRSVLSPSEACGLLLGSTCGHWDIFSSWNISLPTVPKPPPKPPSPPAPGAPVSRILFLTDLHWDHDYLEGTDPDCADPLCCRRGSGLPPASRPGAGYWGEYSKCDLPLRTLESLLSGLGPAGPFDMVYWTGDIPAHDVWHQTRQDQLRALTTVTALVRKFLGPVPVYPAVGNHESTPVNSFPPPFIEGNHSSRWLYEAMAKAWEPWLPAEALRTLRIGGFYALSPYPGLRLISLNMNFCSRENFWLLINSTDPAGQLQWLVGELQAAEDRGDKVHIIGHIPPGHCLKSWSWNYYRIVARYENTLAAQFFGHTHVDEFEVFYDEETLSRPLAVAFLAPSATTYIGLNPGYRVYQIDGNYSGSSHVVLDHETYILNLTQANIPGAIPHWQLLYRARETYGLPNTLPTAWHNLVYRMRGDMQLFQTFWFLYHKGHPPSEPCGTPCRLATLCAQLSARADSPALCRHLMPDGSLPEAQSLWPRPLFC
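Human placenta-derived ASM enzyme was preincubated with compound for 10 minutes at room temperature, then given fluorogenic substrate HMU-PC0 (9 uM final) for 60 minutes at 37 °C; a pH 10 stop preceded fluorescence reading at Ex 386/Em 447 nm.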
An asterisk follows results filed as active; ? = inconclusive; . = no result given; [ ] = dose if it differs, or a comment. Unless noted, calls come from the whole dose curve; as a rule, active = well fitted curve in the direction sought with a large enough effect; inconclusive = small, poorly fitted or top-dose-only effect, or another doubt; inactive = no such curve, though single readings can be large; an effect the other way counts as inactive or inconclusive. Some of the compounds tested; the hit share may differ from the screen's.

SMILES | Integrin act MD | MBNL1-CUG inh | PTAP TSG101 blk | CXXC DNA block | TCR activator | Menin MLL FP TR | Mito fusion act | AT treatment | TSHR antagonist | S-ASM inh
Cc1ccccc1Oc1ccc2c(c1)[C@@H]1C[C@H](N(C)C(=O)Nc3cc(Cl)cc(Cl)c3)[C@H]([C@H](C)O)C(=O)N1CC2 | -34% | . | -6% | . | -2% | . | . | . | . | -9%
Cn1cc(C(=O)NCCN2CCN(c3cccc(Cl)c3)CC2)c2c3ccccc3n(C)c2c1=O | -8% | 3% | -13% | 0% | -4% | -14% | 0% | 8% | 2 | 0%
O=C1CSC(=S)N1N=Cc1ccc(Cl)s1 | ? | . | -10% | . | 3% | . | . | . | . | -2%
O=C(O)c1ccc(S(=O)(=O)N2CCOCC2)o1 | 0% | -7% | -6% | 1% | -25% | 8% | 1% | 0% | 5 | 5%
Cc1cccc(OCc2nnc(SCC(=O)NC3CCCCC3)n2C)c1 | -6% | -7% | 1% | -3% | -2% | -14% | -1% | -4% | 19 | -1%
CCOCC(=O)Nc1ccc([N+](=O)[O-])cc1C | 29% | ? | -3% | 15% | -2% | -8% | -1% | 4% | 32 | 6%
O=C(NCc1cnn(-c2ccccc2)c1)C1CCC(=O)N(C2CC2)C1 (configuration not stated) | -15% | -1% | 2% | -20% | 1% | . | -1% | 0% | -13 | -1%
CC(C)[C@H](NC(=O)c1ccc(F)cc1)C(=O)N(C)Cc1cccs1 | -7% | . | -1% | . | 3% | . | 3% | 6% | 8 | -2%
COc1ccc(S(=O)(=O)n2ccc(-c3ccc(OCCN(C)c4ccccn4)cc3)n2)cc1 | -23% | -2% | -3% | -9% | 4% | ? | 1% | 1% | -39 | -1%
CN(C)C1C(=O)c2ccccc2C1=O | 0% | 5% | 0% | 2% | 6%[46.1 µM] | 4% | 1% | 7% | -2 | 3%
CC(=O)Nc1ccc(S(=O)(=O)Nc2nc3ccccc3nc2-n2ccc(=NC(=O)c3ccccc3)cc2)cc1 | 9% | ? | 1% | 7% | 13% | . | -4% | 20% | 6 | 134%[activator]
COc1cccc(CNC2CCCc3ccccc32)c1OC (configuration not stated) | -13% | -9% | 0% | -1% | -8% | -26% | 16% | -2% | 5 | -2%
O=C(Cn1cccc1)N1CCN(c2ccc(F)cc2)CC1 | 3% | 15% | 1% | 4% | 1% | -12% | 1% | 2% | -6 | 4%
Cc1cc(N2CCN(C)CC2)ccc1NC(=O)c1ccc(-c2ccc(Cl)cc2)o1 | -62%[inhibitor] | . | -4% | . | 1% | . | 16% | 6% | -6 | -5%
COC(=O)/C=C/c1oc2ccccc2c1C | ? | 10% | -10% | 12% | -7% | -1% | -1% | -3% | 3 | 2%
O=C(NCc1nnnn1-c1ccc(F)cc1)c1ccc([N+](=O)[O-])o1 | -15% | . | -3% | . | 6% | . | 1% | 11% | 6 | -2%
N#Cc1ccc(COC(=O)c2cnc3ccccc3n2)cc1 | -10% | ? | -1% | 4% | -8% | 17% | -7% | 7% | -5 | 2%
CCCCc1nc2cc(C(=O)N3CCNC(=O)C3)ccc2o1 | -26% | -5% | -7% | -1% | 5% | 11% | 0% | 11% | -2 | 2%
O=C(NCCCN1CCCCC1)c1ccc2c(=O)n(CCc3ccccc3)c(=O)[nH]c2c1 | -41% | -4% | 0% | ? | 3% | -5% | 0% | -4% | 19 | 189%[activator]
CCOc1c(C#N)c(C#N)c2nc(C)cc(C)n12 | 2% | 9% | 0% | 19% | -1% | -2% | 2% | 6% | -18 | 6%
O=C(c1cc(-c2ccccn2)nc2ccc(Br)cc12)N1CCc2ccccc2C1 | . | 13% | . | 6% | . | -3% | 13% | 11% | 5 | .
Cc1cc(C)c(NC(=O)CSc2nc(=O)n3cc(C)ccc3n2)c(C)c1 | 12% | . | -7% | . | 3% | . | 3% | 3% | -1 | .
O=S(=O)(c1ccc(F)cc1)N1CCN(c2ccc(-c3ccccc3)nn2)CC1 | 8% | -5% | -2% | 3% | -1% | -15% | -4% | 0% | 1 | 0%
COc1ccc(NC(=O)COC(=O)c2n[nH]c3ccccc23)c(OC)c1 | 13% | . | -2% | . | -12% | . | 0% | 0% | -6 | -4%
Clc1cnc(Nc2cccnc2)c(Cl)c1 | 20% | 3% | -3% | 8% | 2% | 3% | -1% | 0% | -3 | 13%
CS(=O)(=O)N(CC(=O)N1CCN(Cc2ccccc2)CC1)c1ccc(F)cc1 | ? | -2% | -2% | -10% | -1% | -2% | 1% | 15% | 12 | 0%
CCc1nnc(NC(=O)C2CCCN(S(=O)(=O)c3ccc(OC)cc3)C2)s1 (configuration not stated) | -28% | -8% | -2% | -1% | 2% | 3% | 0% | 2% | -11 | -2%
O=C(CCc1ccccc1)NNC(=O)c1cc(Cl)ccc1O | -35% | -1% | -1% | -17% | 9% | 47%[activator] | 7% | -4% | 5 | 12%
COc1ccccc1C(=O)NC(=S)Nc1ccc(NC(=O)c2ccco2)cc1 | 26% | 2% | 1% | -1% | 1% | -20% | 18% | 0%[11.5 µM] | -13 | -6%
CCOC(=O)c1c(NC(=O)c2ccoc2C)sc(C)c1C | 15% | -8% | 0% | 4% | 2% | 4% | 0% | 5% | -2 | -2%
COCCn1c(-c2ccc(OC)cc2)nc2oc3cc(OC)ccc3c(=O)c2c1=O | 9% | -1% | -5% | -1% | 2% | -17% | 0% | 4% | 6 | 0%
O=c1[nH]c2ccc(NC(=S)Nc3ccccc3)cc2[nH]1 | -10% | 12% | 0% | 3% | -1% | 3% | -2% | 3% | -8 | 4%
C#CCSc1nnc(-c2ccccc2)c(=O)[nH]1 | 11% | 4% | -4% | -2% | 13% | 2% | 6% | -2% | 2 | 3%
O=[N+]([O-])c1ccc(C2CC(c3ccccc3)=Nc3ccccc3S2)cc1 (configuration not stated) | -23% | -6% | -6% | 2% | 2% | ? | -7% | -4% | 2 | -7%
O=C(COC(=O)c1cnccn1)NC1CCCc2ccccc21 (configuration not stated) | 36% | . | 0% | . | -4% | . | . | -1% | . | 2%
Cc1ccccc1C(=O)NC1CCN(C(=O)N2CCOCC2)CC1 | 8% | -16% | -2% | -4% | -1%[46.1 µM] | -1% | 0% | 11% | -18 | 3%
CN(NC(=O)C(C)(C)C)c1nc(-c2ccccc2)nnc1C(F)(F)F | 6% | -6% | -1% | 10% | -3% | 7% | 3% | -1% | -4 | 0%
CCO[C@H]1OC(C(=O)O)=C[C@@H](C2CCCCC2)[C@@H]1CCCO | 9% | -10% | -1% | 5% | 7% | 17% | 0% | 3% | -3 | 4%
COc1ccc(C(=O)CSc2nnnn2C)c(OC)c1 | 6% | 4% | -4% | 6% | 5% | 10% | 4% | 6% | -1 | 3%
O=C(c1c(F)c(F)c(F)c(F)c1F)N1CCN(c2cccc(C(F)(F)F)c2)CC1 | -17% | 3% | -2% | -8% | . | -8% | 6% | -2% | -3 | -1%
CN1CCN(c2ccccc2NC(=O)c2cc3ccccc3o2)CC1 | -4%[7.66 µM] | -7% | -6% | -6% | -19% | -30% | -3% | -4% | 15 | 1%
CN(CC(O)Cn1cnc2c1c(=O)n(C)c(=O)n2C)c1ccccc1 (configuration not stated) | 5% | 4% | -2% | -4% | 0% | 12% | -4% | 3% | -6 | 3%
CCN(CC(=O)Nc1c(F)cccc1F)C(=O)c1cccc(S(=O)(=O)N2CCc3ccccc3C2)c1 | -6% | . | -1% | . | -3% | . | 1% | 3% | -7 | -4%
COc1ccc(NC(=O)N(Cc2cc3ccc(OC)cc3[nH]c2=O)CC2CCCO2)cc1 (configuration not stated) | 7% | 1% | -1% | -17% | . | -4% | -8% | -1% | 4 | -7%
COc1ccc(CN(C)CC(=O)NC(=O)NCc2ccccc2)c(OC)c1 | 1% | -3% | 1% | -3% | -2%[46.1 µM] | -1% | 3% | -2% | 0 | 6%
Cc1cccc(OCCC(=O)Nc2ccc(F)c(F)c2)c1 | 16% | -3% | -3% | 21% | 3% | ? | -4% | -2% | -8 | 2%
CCCCc1ccc(NC(=O)C(=O)NCCN2CCN(Cc3ccc([N+](=O)[O-])cc3)CC2)cc1 | -39%[inhibitor] | . | -3% | -1% | -4% | 2% | -1% | -1% | -11 | 14%
CCN(c1ccc(OC)cc1)S(=O)(=O)N1CCCC(C(=O)NCc2cccc(C)c2)C1 (configuration not stated) | 0% | 4% | -5% | . | -6% | -2% | 5% | -1% | -17 | -3%
Cc1cccc(NC(=O)CCCn2c(=S)[nH]c3ccccc3c2=O)c1 | ? | 8% | 0% | 13% | 8% | 28% | 2% | 3% | -6 | -2%
N=C1C(c2nc3ccccc3[nH]2)=C(O)CN1c1ccc(CC(=O)O)cc1 | -14%[7.66 µM] | 3% | -5% | -7% | -4% | ? | 1% | 3% | 4 | -1%
